From PubChem
mcGAS lum: inhibitors of mouse cGAS; Q8C6L5; recombinant cGAS, Kinase-Glo ATP depletion luminescence; inhibition, % at 12.5 µM; 160,000 tested, 0.15% active; AID 1259399;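 further: 0% = negative control wells and 100% = reference inhibitor with no enzyme activity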
hcGAS lum: human cGAS inhibition; Q8N884; recombinant h-cGAS, ATP depletion, Kinase-Glo luminescence; inhibition, % at 12.5 µM; 290,000 tested, 0.081% active;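 further: 0% = vehicle reaction and 100% = reaction without DNA for no activity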
Target sequence (Q8N884 whole entry, looked up): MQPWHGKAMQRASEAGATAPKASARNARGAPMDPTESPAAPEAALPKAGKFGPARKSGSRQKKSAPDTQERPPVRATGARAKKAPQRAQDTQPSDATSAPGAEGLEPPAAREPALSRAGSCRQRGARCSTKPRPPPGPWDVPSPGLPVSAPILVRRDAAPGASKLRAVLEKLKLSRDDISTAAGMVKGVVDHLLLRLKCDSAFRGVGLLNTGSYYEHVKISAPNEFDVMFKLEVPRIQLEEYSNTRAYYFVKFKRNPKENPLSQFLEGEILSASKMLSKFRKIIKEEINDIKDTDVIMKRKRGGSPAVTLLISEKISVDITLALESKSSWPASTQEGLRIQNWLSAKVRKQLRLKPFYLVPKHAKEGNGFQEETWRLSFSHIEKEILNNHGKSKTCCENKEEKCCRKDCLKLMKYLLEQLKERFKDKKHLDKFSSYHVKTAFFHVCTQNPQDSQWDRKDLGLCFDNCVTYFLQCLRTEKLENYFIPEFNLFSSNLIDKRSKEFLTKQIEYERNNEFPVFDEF
NPYLR7 agonist: activates Aedes aegypti NPYLR7 receptor | HEK293T NPYLR7/Galpha15, GCaMP6s calcium fluorescence | activation, % at 10 µM | 270,000 tested, 0.15% active | AID 1259423; in the data active means activation above about 40%;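 further: 0% = vehicle and 100% = reference agonist at the receptor; some compounds past the cut are filed as inactive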
* hit, by the source's call; nt = not tested or not shown. Unless noted, no stated cut-off is given here; in the data, active means inhibition above about 40%; inactive means the rest.

SMILES | mcGAS lum | hcGAS lum | NPYLR7 agonist
Nc1ccccc1-c1n[nH]c(-c2ccccn2)n1 | -9 | -12 | 0
COC(=O)C1=C(C)NC(=O)NC1 | nt | -5 | 6
COC(=O)/C=C1/C(=O)C2=C3N(CCCC2)CCCN31 | nt | -3 | 6
CCN(CC)C(=O)Cn1cc(C(=O)N(C)C(C)c2cccs2)nn1 (configuration not stated) | 0 | 4 | 3
CCOC(=O)CN(CC1CC1)C(=O)c1cc2cc(Cl)ccc2o1 | nt | -10 | 6
O=C(Nc1cccc(F)c1)c1nn(-c2ccccc2)c(=O)n(Cc2cccc(Cl)c2)c1=O | -8 | -1 | 2
COc1ccc(OC)c(CC(=O)N2CCn3c(C(N)=O)cnc3C2)c1 | nt | -2 | -3
CCc1cn[nH]c1C1CCCN(C(=O)c2nnc3nc(C)ccn23)C1 (configuration not stated) | nt | -5 | 7
CCOC(=O)C1CCN(c2nc(Cc3cccc(OC)c3)ns2)CC1 | -5 | -4 | -4
COc1cc2c(cc1CNC(=O)c1cc3n(n1)CCCN(C)C3)CCC2 | -13 | -2 | 10
COc1cccc(C=Nc2ccc(S(=O)(=O)Nc3ccc(F)cc3)cc2)c1O | nt | -1 | -2
COc1ccccc1CN1CCNC(=O)C1CC(=O)NCCc1ccncc1 (configuration not stated) | -10 | -6 | 5
O=C(c1ccccc1Cl)N1CCN(C(C(=O)N2CCCC2)C2CCCC2)CC1 (configuration not stated) | -4 | -1 | -9
CN(C)c1ccc(NC(=O)c2ccccc2Cl)cc1CN(Cc1ccc(F)cc1)S(C)(=O)=O | -6 | -7 | -4
CCO[C@H]1[C@H](NC(=O)c2cnn(C(C)C)c2)c2ccccc2C12CCNCC2 | nt | -7 | 9
CCN1C(=O)C2(SC(C)(C)CN2C(=O)Nc2cccc(Cl)c2)c2cc(F)ccc21 (configuration not stated) | -6 | -7 | 7
O=C(CSc1nc(=O)n(CCO)c2c1CCCC2)NCc1ccccc1 | -9 | -9 | -5
COCCSCC(=O)Nc1ccc(Br)cc1Br | nt | 10 | -4
O=C(c1ccccc1SC(F)F)N1CCN(c2ncnc3c2nnn3Cc2ccccc2)CC1 | -10 | -3 | -3
COc1ccc(OC)c(NC(=O)C2(C)CCN2C(=O)Cc2ccc(Cl)cc2Cl)c1 (configuration not stated) | -5 | -10 | 13
CCCc1noc2c1/C(=N/O)CC(CC(C)SCC)C2 (configuration not stated) | -3 | -7 | -2
OCCn1ccnc1-c1ccc(-c2ccccc2Cl)o1 | -9 | 3 | 10
Cc1ccn2c(=O)nc(SCc3cccc(Cl)c3)nc2c1 | -7 | -8 | 2
O=C(Cn1nnc(-c2ccccc2Cl)n1)Nc1ccc(I)cc1 | nt | -6 | -1
CCc1ccc(CN2CC[C@@H](c3ccc(F)cc3)[C@H](O)C2)nc1 | nt | -4 | 12
O=C(NC1CC1)c1csc(COc2ccc3c(c2)OCO3)n1 | -4 | -6 | 8
Cc1cc(CN2C(=O)NC(Cc3ccc(F)cc3)(C3CCNCC3)C2=O)on1 (configuration not stated) | nt | -3 | -2
Cn1ccn2ncc(C(=O)NCCc3c[nH]c4ccccc34)c12 | nt | -5 | 15
Cc1ccc(S(=O)(=O)Nc2ccc(N3CCNC(=O)C3)c(Cl)c2)s1 | nt | -6 | -5
C(=N/Nc1nc(N2CCOCC2)nc(N2CCOCC2)n1)/c1cccnc1 | -6 | -5 | 0

Next part; it opens with the 4 that closed the last part.
SMILES | mcGAS lum | hcGAS lum | NPYLR7 agonist
Cc1cc(CN2C(=O)NC(Cc3ccc(F)cc3)(C3CCNCC3)C2=O)on1 (configuration not stated) | nt | -3 | -2
Cn1ccn2ncc(C(=O)NCCc3c[nH]c4ccccc34)c12 | nt | -5 | 15
Cc1ccc(S(=O)(=O)Nc2ccc(N3CCNC(=O)C3)c(Cl)c2)s1 | nt | -6 | -5
C(=N/Nc1nc(N2CCOCC2)nc(N2CCOCC2)n1)/c1cccnc1 | -6 | -5 | 0
COc1cc(F)ccc1CN1CC[C@@H](N2CCN(CCc3ccccc3)CC2)[C@H](O)C1 | nt | -9 | 0
CCN=c1scc(-c2ccc(C)cc2)n1N=Cc1ccc(F)cc1F | nt | -1 | -5
Cc1ccc(C2=NOC(CN(Cc3ccccc3Cl)C(=O)C3CCCC3)C2)cc1 (configuration not stated) | -9 | -5 | nt
CC(=O)c1cc2ncc(C(=O)N3CCC4(CC3)OCCO4)cc2[nH]1 | -5 | -2 | -1
FC(F)(F)c1cccc(Cc2noc(CN3CCC(OCc4ccccn4)CC3)n2)c1 | nt | -1 | 5
CC(C)n1cc(C(=O)N2CCN(C(=O)Cc3ccccc3)CC2)c2nn(-c3ccccc3)c(=O)c-2c1 | 1 | 4 | -6
Cc1ncsc1CN(C)Cc1ccc(NS(C)(=O)=O)cc1 | nt | -6 | 9
Cc1cccc(C(=O)NC(=NCCCc2ccccc2)OC(C)C)c1 | -5 | -6 | -4
CCN(CC)c1ccc(C2NC(=O)NC(C)=C2C(=O)OCc2ccccc2)cc1 (configuration not stated) | nt | -3 | 3
COc1ccc(OCc2cc(C(=O)N3CC=CC3)n[nH]2)c(Cl)c1 | nt | -8 | -3
Cc1ccc(Cl)cc1-n1c(SCc2ccc(F)cc2)nnc1C(C)NC(=O)c1ccccc1Br (configuration not stated) | -3 | -1 | 3
CCC(C)NC(=O)CCNC(=O)N1CCC(C)(C)C1 (configuration not stated) | -12 | -1 | 4
COc1ccc(C)cc1N1CC(C(=O)NCc2ccc(C(N)=O)o2)CC1=O (configuration not stated) | -18 | -9 | 1
Cc1csc(N(C)S(=O)(=O)c2cnc(Cl)c(C)c2)n1 | nt | 3 | 3
O=C(O)CC1Sc2nnc(Cc3ccc(F)cc3)n2N=C1c1cccs1 (configuration not stated) | 1 | 4 | 2
CCN(CC)c1onc(-c2ccccc2)c1CN(Cc1ccco1)C(=O)c1ccc(OC)cc1 | -4 | -1 | 6
COc1ccc(C(C2Sc3nc(C)nn3C2=O)N2CCOCC2)cc1 (configuration not stated) | nt | -5 | 5
CC(C)NC(=O)C1CCN(C2CCN(Cc3cn[nH]c3C3CCCCC3)CC2)CC1 | nt | -2 | 11
CN(C)CCn1c2c(c(SCC(=O)Nc3ccccc3[N+](=O)[O-])nc1=O)CCCC2 | -7 | -12 | -3
CC(=O)Nc1cccc(-c2csc(CN3CCNCC3)c2)c1 | -11 | -3 | 6
Cc1ccc(Cc2nsc(N3CCC(C(=O)NCCCN4CCCCC4C)CC3)n2)cc1 (configuration not stated) | -7 | -11 | 4
COc1ccc(C(=O)NC(=NCCCc2ccccc2)OCC(C)C)cc1 | 0 | 4 | 2
O=C(NCC1=COCCO1)C1CC1c1ccccc1Cl (configuration not stated) | nt | 3 | -1
CC(C)(C)c1nn2cnnc2n(/N=C\c2ccc(OCc3ccccc3)cc2)c1=O | nt | -2 | -3
Cc1ccc(C=C2SC(=S)N(CCCC(=O)O)C2=O)o1 | nt | -4 | -1
CCCn1c(=O)c2ccc(Cl)cc2n(CC(=O)Nc2ccc(OC)c(OC)c2)c1=O | 2 | -1 | -1
N#Cc1ccc(CSc2nc(=S)c3ccccc3[nH]2)cc1 | -12 | -7 | -6
COCCN1C(=O)COCc2cc(-c3ccncc3)ccc21 | nt | -3 | 2
CCN1C(=O)C(F)(CC)C(=O)c2ccccc21 (configuration not stated) | nt | -7 | 6
CC(C)N1CCn2nc(C(=O)N(C)CCc3nc4ccc(F)cc4[nH]3)cc2C1 | nt | -6 | 19
Cc1ccc(-c2ccc(N3CCN(S(=O)(=O)c4ccc(C)s4)CC3)nn2)cc1 | -8 | -4 | nt
CCCCn1c(N)c(N(Cc2cc(C)on2)CC(C)C)c(=O)[nH]c1=O | -14 | -8 | 16
CCC1=NC(c2ccc(Br)cc2)N(O)C1(C)C (configuration not stated) | -5 | -1 | -7
O=C(CCOc1ccc(Br)cc1)NC1CCCCC1 | -12 | -5 | 8
COc1ncccc1C(=O)NC1CC(=O)N(CCCc2ccccc2)C1 (configuration not stated) | nt | -4 | 18
c1ccc2[nH]c(N3CCN(Cc4cc5n(n4)CCNC5)CC3)nc2c1 | nt | -5 | 6
COc1ccc(COCC(O)CN2CCN(S(=O)(=O)c3ccc(C(C)C)cc3)CC2)cc1OC (configuration not stated) | -2 | 2 | 0
CC(C)(C)OC(=O)N1C(C(=O)NCCCn2cccn2)CSC1c1cccc(Br)c1 (configuration not stated) | -6 | -6 | -8
Nc1nnc(SCc2ccc(Br)cc2F)s1 | nt | -3 | 9
Cc1ccc(NC(=O)N2CCN(C(C(=O)N3CCOCC3)C3CCCC3)CC2)cc1 (configuration not stated) | -5 | -5 | -3
CCC(CNC(=O)c1cc(C)sc1NC(=O)C(C)(C)C)N1CCOCC1 (configuration not stated) | nt | -2 | 3
COc1cc(NCc2ccccc2-n2ccnc2C)ncn1 | -17 | -4 | 11
Cn1nnc2c(=O)n(Cc3cccnc3)cnc21 | nt | -7 | 1
CCN(C)C(C(=O)Nc1ccn(Cc2ccncc2)n1)c1ccccc1 (configuration not stated) | nt | -10 | 2
COc1ccc(CCN(Cc2ccc(C)s2)C(=O)CN(CC2CCCO2)C(=O)Nc2ccc(C)c(C)c2)cc1OC (configuration not stated) | -6 | -10 | 12
CCN1C(=O)c2ccccc2N2C(=O)CCC12C(=O)Nc1cccc(OC)c1 (configuration not stated) | nt | -10 | 0
CCC(CC)c1nc(C(N)=O)c2[nH]c(=O)n(-c3cccc(OC)c3)c2n1 | nt | -13 | 12
Cc1cc2ccccc2n1CCNC(=O)C(C)C | nt | -3 | 1
CCOC(=O)c1cc(C(=O)OCC)c2cccc(C)n2c1=O | nt | 4 | -5
C=C1CC(=O)C2=C(C)CC[C@@H]3[C@H](OC(=O)[C@H]3C)[C@@H]12 | nt | -10 | 10
COc1cc(CN2CCC(C(=O)N(C)C(c3ccc(F)cc3)c3ccccn3)CC2)cc(OC)c1 (configuration not stated) | 0 | -2 | 8
COc1cc(-c2ccnc(N3CCN(S(=O)(=O)c4ccc(F)c(Cl)c4)CC3)n2)cc(OC)c1OC | -6 | -4 | 9
COc1cc(F)ccc1-c1c(-c2ccccc2)ncn1[C@H]1CCCCNC1=O | -18 | -2 | 5
CC(C)(C)c1cc2nc(C(=O)N3CCC(n4c(=O)[nH]c5ccccc54)CC3)cc(-c3ccccc3F)n2n1 | -4 | 1 | 8
CCc1ccc(NC(=O)CSc2nc(=O)n(Cc3ccncc3)c3c2CCC3)cc1 | -8 | -6 | 0
Fc1ccc(N=Cc2ccc3ncccc3c2)cc1F | 1 | 1 | 1
Cc1ccc(-n2cnc(C(=O)N(C)Cc3cccc4ccccc34)n2)cc1 | nt | -6 | -3
COC(=O)C1C(C)=NC2=C(C(=O)CC(C)(C)C2)C1c1ccc(C)s1 (configuration not stated) | -2 | 1 | 3
COc1ccccc1C(=O)Nc1cc(C)nn1-c1nc(C)cc(=O)[nH]1 | -7 | -4 | 11
COc1ccc2sc(N(Cc3cccnc3)C(=O)C3=COCCO3)nc2c1 | -6 | -6 | -17

Of the compounds above, 2 have a COOH group:
SMILES | mcGAS lum | hcGAS lum | NPYLR7 agonist
O=C(O)CC1Sc2nnc(Cc3ccc(F)cc3)n2N=C1c1cccs1 (configuration not stated) | 1 | 4 | 2
Cc1ccc(C=C2SC(=S)N(CCCC(=O)O)C2=O)o1 | nt | -4 | -1

(further entries)
SMILES | mcGAS lum | hcGAS lum | NPYLR7 agonist
Cc1ccsc1CN(Cc1ccc(F)cc1)C(=O)CN(CCN1CCOCC1)C(=O)c1cccc(F)c1 | -3 | -4 | 10
CNS(=O)(=O)CC(=O)N1CCCCCC1c1cccc(C)c1 (configuration not stated) | nt | -4 | -22
CC(C)(C)c1nccn1CC1CCN(C2CCCC2)CC1 | -6 | -13 | nt
COCCn1c(=O)c2c(nc3n2CC(C)CN3c2ccc(C)cc2)n(C)c1=O (configuration not stated) | nt | -10 | 26
CCCCN1C(=O)C2(NNc3ccccc3O2)c2ccccc21 (configuration not stated) | nt | -3 | -17
CN(CCCCc1ccccc1)C(=O)c1ccc(NS(C)(=O)=O)cc1 | nt | -5 | 4
Cc1ccc(CN(CC(O)COCc2ccccc2)CC2CC2)o1 (configuration not stated) | -5 | -4 | 13
COc1ccc(C(O)c2c(CN3CCCCC3)c3ccccc3n2C)cc1 (configuration not stated) | nt | -4 | -1
COc1ccc(CNC(=O)c2cccnc2N2CCN(C(=O)[C@H](C)OC(C)=O)CC2)cc1 | -5 | -3 | -4
Cc1ccccc1-c1nc(CN2CCOC3(CNCCOC3)C2)c(C)o1 (configuration not stated) | nt | -4 | 19
Cc1onc(-c2ccccc2)c1C(=O)N1CCCN(CC2CC2)C(C(C)C)C1 (configuration not stated) | nt | -4 | 10

Some of the entries so far, as labelled records:
Molecule: Cc1ccsc1CN(Cc1ccc(F)cc1)C(=O)CN(CCN1CCOCC1)C(=O)c1cccc(F)c1
  mcGAS lum = -3	hcGAS lum = -4	NPYLR7 agonist = 10
Molecule: CNS(=O)(=O)CC(=O)N1CCCCCC1c1cccc(C)c1 (configuration not stated)
  mcGAS lum = nt	hcGAS lum = -4	NPYLR7 agonist = -22
Molecule: CC(C)(C)c1nccn1CC1CCN(C2CCCC2)CC1
  mcGAS lum = -6	hcGAS lum = -13	NPYLR7 agonist = nt
Molecule: COCCn1c(=O)c2c(nc3n2CC(C)CN3c2ccc(C)cc2)n(C)c1=O (configuration not stated)
  mcGAS lum = nt	hcGAS lum = -10	NPYLR7 agonist = 26
